# Dynein cargo inh = blocks dynein driven cargo transport along microtubules; 3617.4 mouse cells, GR-EGFP nuclear translocation imaging; test concentration mostly 20 µM; stimulated with dexamethasone, 1 µM; stronger effect = lower value; z-score, hits read low; 0.47% of 220,000 active;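 active = plate z-score of nuclear minus cytoplasmic receptor signal below a set negative limit, without overly bright fluorescence or cell loss, cut at about -3.5 in these data, passing the limit was not always enough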;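 note: z-score of nuclear minus cytoplasmic ring GR-EGFP intensity difference per well; some compounds called inactive have numbers as strong as hits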
#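 Medium: Induction medium lacking tetracycline, stripped serum | Probe or stimulus: 1.0 µM final dexamethasone stimulus | Schedule: 48 h induction, then 1 h compound, then 30 min agonist, 37 °C | Signal: Automated 10x imaging of fixed Hoechst-stained cells | Evaluation: Per-cell GR-EGFP intensity, nucleus versus surrounding cytoplasmic ring, well-averaged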
# bCat nuc transl = alters nuclear translocation of beta-catenin in HeLa cells; immunofluorescence imaging; nuclear translocation activity, % at 5 µM; 0.3% of 190,000 active; AID 1665;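 active = nuclear translocation activity above 50% at 5 µM, with a well cell count of 50 or more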;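 note: per-cell ratio of nuclear to cytoplasmic median beta-catenin stain intensity; plate controls were DMSO negative control for no effect and GSK-3 inhibitor IX positive control for full effect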
#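 Test system: human HeLa cell line; Doses: 5 µM primary, 0.02–20 µM confirmation; Incubation: 24 h compound exposure, 37°C; Detection: beta-catenin immunofluorescence imaging with DAPI; Read-out: beta-catenin nuclear/cytoplasmic ratio, % activation.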
# Insulin prom up = MIN6 insulin promoter up-regulation; MIN6 insulin promoter-GFP reporter, high-content imaging; stronger effect = higher value; z-score at 5 µM; 0.3% of 190,000 active;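 active = z-score above 3 at 5 µM with at least 500 cells counted in the well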
# Myeloid diff 2 = promotes myeloid progenitor differentiation. ER-HoxA9 myeloid progenitors, lysozyme-GFP differentiation, flow cytometry. calls only at 10 µM. 1% of 360,000 active. AID 624256;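 active = normalized GFP-positive differentiation at or above the plate's own cutoff, the solvent-only control mean plus 3 SD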;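 note: cells exposed to compound for four days before flow analysis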
# TNAP activation fold = stimulation of alkaline phosphatase TNAP activity – biochemical, luminescent, no phosphate acceptor, uHTS, primary screen (AID 1001); purified TNAP, luminescent activation assay, no phosphate acceptor; higher activation fold means a stronger effect; one-dose activation fold at 20 µM; EC50 in µM for titrated hits; 0.03% of 200,000 active; in the data active = activation fold from about 3, or a potency from the dose series; inactive = the rest, 99 in 100 with activation fold below about 1.6; note: many of its hits are not listed in these tables
# Lipid droplet = hepatic lipid droplet formation modulation; AML12 mouse hepatocytes, oleate lipid droplets, BODIPY imaging; inhibition, % at 6.5 µM; 0.4% of 240,000 active;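 active = lipid droplet intensity inhibited by at least 50%, with more than 500 cells counted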
#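 Test system: AML12 mouse liver cells; schedule: overnight exposure; technique: high-content imaging of BODIPY-stained droplets and DAPI nuclei; read-out: % inhibition of corrected integrated BODIPY droplet signal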
# PMI inhibitors = inhibitors of human PMI, primary screen, biochemical, fluorescence intensity, coupled assay (AID 1209); inhibition, % at 20 µM; hits with a dose series show IC50 in µM; purified PMI enzyme, coupled fluorescence intensity; higher % means a stronger effect; 0.42% of 190,000 active; in the data active = inhibition above about 50%;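 note: plate controls were DMSO vehicle for no effect and wells lacking substrate for full effect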
# T cell modulator = T cell immune modulators affecting CD8 T cell-vesicle binding. 2C CD8+ T cell-vesicle binding, flow cytometry; stronger effect = lower value. calls only at 7 µM. 0.068% of 330,000 active;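 active = response, share of CD8 T cells binding vesicles, and their 90th percentile fluorescence all below set limits, cut at about 80% in these data, passing the limit was not always enough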
#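 Assay system: 2C TCR transgenic mouse naive CD8+ T cells, MACS-purified | Read-out: CD8+ gate FL2 mean fluorescence as % of same-row positive control | Signal: High-throughput flow cytometry with anti-B7-1 and anti-CD8 staining | Timing: Binding step 1.5 h, 37 °C, antibody labelling 20 min, ice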
# MT stabilize HCS = stabilizes microtubules in HeLa cells | HeLa tubulin immunostaining HCS, 24 h; share of cells brighter than vehicle mean+2SD | % tubulin-high responders, % at 10 µM | 0.83% of 200,000 active | AID 2205;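 active = plate Z-score above 3 for both tubulin-high and condensed-nucleus cell shares, with cell loss under 80%, at 10 µM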;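 note: anti alpha tubulin signal scored within the nucleus-defined area of each cell; some results filed as inactive read as strong as hits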
# Dynein cargo inh cytoplasmic EGFP = further read-out of Dynein cargo inh, marked with its call; z-score; measured here: cytoplasmic GR-EGFP intensity; stronger effect = higher value
# Dynein cargo inh nuclear GR-EGFP = also measured in Dynein cargo inh; calls as there; z-score; measured here: nuclear GR-EGFP intensity;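 lower value marks the stronger effect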
# Dynein cargo inh cell count = also measured in Dynein cargo inh; calls as there; z-score; measured here: cell count per field
# Insulin prom up cell count = also measured in Insulin prom up; calls as there; cell count; measured here: cytotoxicity, nuclei count;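 total cells summed across four imaged fields per well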
# Lipid droplet cells 6.5 µM = recorded beside Lipid droplet, whose call it bears; cell count; measured here: cell count, cytotoxicity flag;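 cells counted across two imaged fields per well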
# bCat nuc transl cell count 5 µM = also measured in bCat nuc transl; calls as there; cell count; measured here: cell count, cytotoxicity flag
# T cell modulator vesicle-bound % = recorded beside T cell modulator, whose call it bears; double positive events, %; measured here: CD8+ vesicle-bound cell fraction;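 binding gate set so that unloaded-vesicle control wells show 10% double positive cells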
# MT stabilize HCS Hoechst-high % = second read-out of MT stabilize HCS, no call of its own (marks repeat the call); % Hoechst-high responders; measured here: nuclear condensation Hoechst responders;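 share of cells brighter than vehicle mean plus two SD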
# MT stabilize HCS cytotoxicity % = second read-out of MT stabilize HCS, no call of its own (marks repeat the call); toxicity, %; measured here: cytotoxicity by cell density;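 0% = mean cell density of plate MIN control wells and 100% = no cells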
# Myeloid diff 2 GFP+ MAC1+ % = recorded beside Myeloid diff 2, whose call it bears; GFP+ MAC1+ double positive, %; measured here: differentiation confirmed by MAC1 staining
# An asterisk follows results filed as active; i = inactive; . = no result given; & = joins results of further samples.
[1] CCOc1cc(N2CCOCC2)c(OCC)cc1NC(=O)c1ccc(NC(C)=O)cc1
[2] Cc1nn(C(=O)c2cc3sccc3[nH]2)c(C)c1C
[3] CCOC(=O)C(/C=C(\C#N)C(=O)OCC)=C(/N)N1CCN(c2c(C)cccc2C)CC1
[4] CCOCc1nc(C)c(Cl)c(NS(=O)(=O)c2ccc(N)cc2)n1
[5] CS(=O)(=O)c1cccc(NC(=O)c2ccc(Cl)c(Cl)c2)c1
[6] C/C(N)=C(/C#N)C(=O)CSc1n[nH]c(-c2ccccc2Br)n1

screen / no. | 1 | 2 | 3 | 4 | 5 | 6
Insulin prom up cell count | 1238 | 2007 | 802 | . | 1573 | 1138
MT stabilize HCS Hoechst-high % | 1.7 | 2.6 | 1.6 | 1.3 | 2.0 | 2.6
T cell modulator | i | i | i | i | i | i
Dynein cargo inh cytoplasmic EGFP | -0.149 | 0.219 | -0.14 | 0.534 | -0.26 | 0.934
Dynein cargo inh | -0.301 | -0.297 | 1.14 | 1.07 | -0.0246 | 0.113
bCat nuc transl cell count 5 µM | 1066 | 1051 | 1090 | . | 1122 | 778
Insulin prom up | -0.38 | 0.33 | 0.17 | . | -0.88 | 1.56
Lipid droplet | -6.0 | 1.1 | -12.9 | 21.7 | -9.8 | .
PMI inhibitors | 11.4% | 10.8% | 11.1% | -0.8% | 1.3% | -0.6%
MT stabilize HCS cytotoxicity % | 6.6 | 16.9 | 6.7 | 24.4 | 8.9 | 8.1
bCat nuc transl | 0.3 | 1.9 | 2.7 | . | -6.2 | -5.9
Dynein cargo inh cell count | -0.432 | -0.0541 | -0.108 | -0.587 | 0.683 | -0.159
MT stabilize HCS | 1.5 | 3.1 | 2.0 | 3.5 | 6.6 | 8.2
Dynein cargo inh nuclear GR-EGFP | -0.221 | 0.305 | 0.91 | 1.41 | 0.509 | -0.0833
T cell modulator vesicle-bound % | 32.9 | 13.9 | 42.2 | 23.0 | 54.3 | 38.9
TNAP activation fold | 1.1 | 1.1 | 1 | 1.1 | 1.1 | 0.1
Myeloid diff 2 | i | i | i | i | i | i
Myeloid diff 2 GFP+ MAC1+ % | 0.8 | 0.3 | 1.3 | 1.2 | 0.2 | 1.8&0.9
Lipid droplet cells 6.5 µM | 673 | 562 | 742 | 762 | 670 | .

[7] NC(=O)COC(=O)c1ccc(-c2ccccc2)cc1
[8] COc1ccc(-c2csc(N(CCCN(C)C)C(=O)c3cccs3)n2)cc1
[9] CCn1ncc(CN2CCN(Cc3ccc(OC)c(C)c3C)C(CCO)C2)c1C (stereo not drawn)
[10] Cc1nnc(NC(=O)C(C)Sc2nncn2C)s1 (stereo not drawn)
[11] Cn1c(SCc2nc(-c3ccc(Cl)cc3)no2)nnc1-c1ccco1
[12] CCCN(CCO)Cc1cccc(Br)c1

screen / no. | 7 | 8 | 9 | 10 | 11 | 12
Insulin prom up cell count | 1351 | 698 | 1437 | 1871 | 918 | 1257
MT stabilize HCS Hoechst-high % | 1.9 | 3.0 | 1.7 | 2.4 | 3.3 | 3.1
T cell modulator | i | i | i | i | i | i
Dynein cargo inh cytoplasmic EGFP | -0.0481 | -0.105 | 0.195 | -0.308 | -0.23 | -0.165
Dynein cargo inh | -0.91 | -0.861 | -0.736 | 0.388 | 0.764 | 0.639
bCat nuc transl cell count 5 µM | 996 | 843 | 1021 | 1076 | . | .
Insulin prom up | 0.43 | -4.21 | -0.26 | -1.2 | -0.89 | -0.42
Lipid droplet | -10.3 | . | -0.2 | -3.5 | . | 2.1
PMI inhibitors | 2.8% | 7.5% | -3.5% | -1.5% | -5.5% | 4.7%
MT stabilize HCS cytotoxicity % | 2.6 | 4.4 | 8.5 | 9.0 | 7.8 | 6.8
bCat nuc transl | -7.5 | -0.6 | -0.7 | -1.0 | . | .
Dynein cargo inh cell count | 0.0698 | 0.989 | 0.455 | 0.513 | -0.119 | -0.767
MT stabilize HCS | 5.7 | 4.2 | 2.0 | 4.4 | 1.6 | 3.3
Dynein cargo inh nuclear GR-EGFP | -0.4 | -0.0411 | 0.0947 | 0.487 | 0.666 | -0.00959
T cell modulator vesicle-bound % | 20.0 | 24.6 | 34.8 | 25.0 | 52.6 | 30.2
TNAP activation fold | 1.1 | 1 | 1.1 | 1.1 | 1.2 | 1.1
Myeloid diff 2 | i | i | i | i | i | i
Myeloid diff 2 GFP+ MAC1+ % | 0.1 | 2.2 | 0.3 | 2.8 | 1.2 | 9.4
Lipid droplet cells 6.5 µM | 675 | . | 632 | 703 | . | 725

[13] Cc1cccc(C)c1OCC(=O)N/N=C/c1ccncc1
[14] Cc1cc2[nH]c(=O)c3ccccc3n2n1
[15] O=C(CSCc1ccc(Cl)cc1)Nc1ccc2c(c1)OCO2
[16] Cc1c(C2N3CC4(C)CN2CC(C)(C3)C4=O)c2ccccc2n1C (stereo not drawn)
[17] COc1ccc2c(c1)[nH]c1c(=O)n(Cc3ccco3)cnc12
[18] CC(C)c1ccc(/C=N/n2nnnc2Nc2ccccc2)cc1

screen / no. | 13 | 14 | 15 | 16 | 17 | 18
Insulin prom up cell count | . | 1575 | 1233 | . | 1663 | 950
MT stabilize HCS Hoechst-high % | 1.6 | 2.1 | 2.2 | 4.0 | 1.6 | 0.5
T cell modulator | i | i | i | i | i | i
Dynein cargo inh cytoplasmic EGFP | -0.168 | 0.33 | -0.257 | -0.11 | -0.146 | -0.285
Dynein cargo inh | -0.139 | 1.81 | -0.927 | 0.288 | 0.016 | 1.91
bCat nuc transl cell count 5 µM | 1128 | 1360 | 1244 | 877 | 1068 | 1263
Insulin prom up | . | -0.61 | 0.09 | . | 0.27 | 0.77
Lipid droplet | -36.8 | . | 1.5 | . | -7.9 | 3.4
PMI inhibitors | 11.6% | -16.4% | 6.9% | 4.7% | 20.9% | -3.1%
MT stabilize HCS cytotoxicity % | 1.7 | 5.4 | 9.0 | 5.6 | 3.7 | 23.2
bCat nuc transl | -1.3 | -0.7 | -1.1 | -0.9 | -0.4 | -4.1
Dynein cargo inh cell count | 0.161 | -2.14 | 0.13 | 0.581 | -0.0985 | 0.0921
MT stabilize HCS | 2.0 | 3.1 | 2.5 | 3.0 | 3.7 | 1.7
Dynein cargo inh nuclear GR-EGFP | -0.0529 | 1.12 | -0.411 | 0.431 | -0.135 | 0.849
T cell modulator vesicle-bound % | 32.9 | 38.0 | 19.5 | 34.0 | 18.3 | 44.0
TNAP activation fold | 1.1 | 1 | 1.1 | 1 | 1.2 | 1.1
Myeloid diff 2 | i | i | i | i | i | i
Myeloid diff 2 GFP+ MAC1+ % | 0.7 | 0.8 | 0.3 | 0.6 | 0.8 | 0.7
Lipid droplet cells 6.5 µM | 561 | . | 734 | . | 673 | 766

[19] O=C(CSc1cccc[n+]1[O-])Nc1cc(S(=O)(=O)N2CCOCC2)ccc1Cl
[20] Cc1cs/c(=N\N=C\c2ccccc2)n1Cc1ccco1
[21] Cc1ccccc1NC(=O)CC(O)(C(F)(F)F)C(F)(F)F
[22] CC1CC=C(c2ccccc2)C(=S)N1 (stereo not drawn)
[23] CN(C(=O)C(Cl)Cl)C1CC2C=CC1C2 (stereo not drawn)
[24] O=C(CSc1nnc(-c2cccc(Cl)c2)o1)Nc1ccc2c(c1)OCCO2

screen / no. | 19 | 20 | 21 | 22 | 23 | 24
Insulin prom up cell count | 1295 | 1428 | 883 | 1071 | 1038 | .
MT stabilize HCS Hoechst-high % | 2.0 | 1.5 | 2.7 | . | . | 2.4
T cell modulator | i | i | i | i | i | i
Dynein cargo inh cytoplasmic EGFP | -0.309 | -0.249 | -0.233 | -0.149 | -0.101 | -0.172
Dynein cargo inh | 0.585 | -1.02 | -0.623 | 1.52 | -0.946 | 0.525
bCat nuc transl cell count 5 µM | 915 | 1161 | . | 1289 | 1222 | 466
Insulin prom up | 0.47 | 0.29 | -0.46 | 0.2 | 0.03 | .
Lipid droplet | -16.8 | 0.2 | . | -32.0 | -1.8 | -1.3
PMI inhibitors | 1.9% | 6.1% | -10.2% | . | . | -4.6%
MT stabilize HCS cytotoxicity % | 9.1 | 4.9 | 8.4 | . | . | 3.9
bCat nuc transl | -0.9 | -0.9 | . | -0.6 | 1.5 | 0.7
Dynein cargo inh cell count | -0.379 | 0.562 | 1.22 | -0.67 | 0.219 | -1.55
MT stabilize HCS | 2.4 | 6.3 | 4.8 | . | . | 4.9
Dynein cargo inh nuclear GR-EGFP | 0.00648 | -0.741 | -0.333 | 0.783 | -0.355 | 0.21
T cell modulator vesicle-bound % | 44.9 | 40.9 | 52.8 | 43.8 | 5.3 | 26.3
TNAP activation fold | 1.1 | 0.9 | 1.1 | . | . | 1
Myeloid diff 2 | i | i | i | i | i | i
Myeloid diff 2 GFP+ MAC1+ % | 0.6 | 0.5 | 0.8 | 1.1 | 1.2 | 2.0
Lipid droplet cells 6.5 µM | 630 | 517 | . | 645 | 555 | 735
